Compound activity from PubChem.
C8 TRAIL sens: viability loss with TRAIL in NB7+C8 cells, primary screen, TRAIL sensitizer project, cell-based, ATPlite luminescence. inhibition (viability loss, TRAIL sensitization), % at 10 µM. actives 1% (n = 360,000);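 active = compounds causing at least 50% loss of cell viability in the single-dose screen, relative to plate controls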
Peg3 promoter: Peg3 promoter-driven luciferase inhibitors, primary screen, cell-based, HeLa, luciferase luminescence | HeLa PEG-Prom luciferase reporter, overnight | inhibition, % at 20 µM | actives 1.7% (n = 360,000) | AID 588405, 2011;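 active = inhibition of at least 50% at 20 µM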
LMP1 NFkB inh: EBV LMP1-driven NF-kappaB luciferase reporter inhibitors, primary screen, cell-based, luminescence, single point. inhibition, % at 12.5 µM. LMP1-induced NF-kappaB luciferase reporter cells. actives 0.69% (n = 350,000); in the data active = inhibition above about 41%;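 also: 0% = neutral control wells and 100% = reference inhibitor control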
NR2E3 ag-1: inhibitors of NR2E3-RetCOR corepressor binding, primary screen, NR2E3 agonist project, biochemical, TR-FRET, GST-NR2E3, biotin-RetCOR | Photoreceptor-specific nuclear receptor (Homo sapiens), Q9Y5X4 | actives 0.12% (n = 320,000) | AID 2300, 2010 | 1536-well | inhibition of corepressor binding, % at 4.78 µM;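 active = percent inhibition above the cutoff of mean plus 3 SD of all tested compounds, set per screening campaign, cut at about 20% in these data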;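 also: 0% = DMSO wells and 100% = biotin wells as full block of FRET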
Target sequence (Q9Y5X4 whole entry, looked up): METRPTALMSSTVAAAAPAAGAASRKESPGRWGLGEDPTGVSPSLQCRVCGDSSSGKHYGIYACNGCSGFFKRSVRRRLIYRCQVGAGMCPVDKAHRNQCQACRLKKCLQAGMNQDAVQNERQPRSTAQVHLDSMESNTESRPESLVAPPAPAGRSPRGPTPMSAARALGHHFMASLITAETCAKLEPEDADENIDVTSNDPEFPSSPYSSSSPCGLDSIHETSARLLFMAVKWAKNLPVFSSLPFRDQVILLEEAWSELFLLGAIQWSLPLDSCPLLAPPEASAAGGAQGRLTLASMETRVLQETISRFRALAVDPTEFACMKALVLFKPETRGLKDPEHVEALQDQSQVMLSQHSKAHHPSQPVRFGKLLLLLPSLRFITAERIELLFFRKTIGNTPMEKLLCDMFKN
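Test system – NR2E3–RetCOR corepressor complex · Quantity – NR2E3 fusion 1.35 nM · Buffer or medium – Tris pH 7.5 · Incubation – Compound–protein incubation for 5 h at 4 °C · Technique – TR-FRET, Eu(K)-anti-GST donor, streptavidin-D2 acceptor, ex 340, em 617/671 nm · Evaluation – percent inhibition of 671/617 nm emission ratio versus biotin and DMSO controls · Plate – 1536-well format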
MITF TRPM1 inh: inhibitors of MITF-dependent TRPM1 promoter reporter, primary screen, cell-based, SK-MEL-5, single point, luciferase | SK-MEL-5 TRPM1 promoter luciferase, 24 h | inhibition, % at 12.5 µM | actives 0.83% (n = 330,000) | AID 488899, 2010;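 active = mean inhibition across replicates of 60% or more, whatever share of single replicates reaches that level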; also: values of inactives mirror those of a sister screen read the other way
Shn3 3UTR inh: reduction of Shn3 3'UTR firefly luciferase signal, primary screen, Schnurri-3 inhibitor project, cell-based, Clone20 osteoblasts, set 2 | Clone20 osteoblast Shn3 3'UTR firefly luciferase, 24 h | inhibition, % at 12.5 µM | actives 0.52% (n = 360,000) | AID 588674, 2011;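 active = mean inhibition of at least 75% with every replicate also reaching 75%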;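 also: 0% = median of neutral control wells and 100% = pilot-screen positive control compound; some compounds past the cut are filed as inactive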
KKLEB cytotox: cytotoxicity in KKLEB CF airway cells, primary screen, cytotoxicity control for CF NF-kB inhibitor project, cell-based, uHTS, fluorescence assay plates; KKLEB CF airway cells viability, ATPlite luminescence, overnight; active compounds read low; cells stimulated with P. aeruginosa culture filtrate; activity change (cytotoxicity), % at 5 µM; actives 0.36% (n = 360,000); AID 602141, 2011;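 active = corrected activity change at or below -50% at 5 µM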
CF NFkB inh: inhibitors of PAF-induced NF-kB signaling, primary screen, cell-based, GFP fluorescence, uHTS. AID 588850, 2011. inhibition, % at 5 µM. KKLEB NF-kB-GFP reporter, GFP fluorescence overnight. actives 0.86% (n = 360,000);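 active = at least 50% inhibition at 5 µM, scaled per plate between neutral and stimulator controls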;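 also: PAF is a Pseudomonas aeruginosa culture filtrate used as stimulus; plate controls were PAF-stimulated DMSO wells for no effect and unstimulated DMSO wells for full effect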
NR2E3 ag-2: NR2E3 agonists in two-hybrid cells, primary screen, cell-based, luminescence, CHO-S, Gal4-NCOR/VP16-NR2E3. Photoreceptor-specific nuclear receptor (Homo sapiens), Q9Y5X4. luciferase. inhibition of corepressor binding, % at 3.98 µM. actives 0.35% (n = 360,000). AID 602229, 2012;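 active = inhibition above the mean of all tested compounds plus 3 SD, cut at about 70% in these data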;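 also: 0% = DMSO with NR2E3 transfected cells and 100% = cells lacking NR2E3 construct; higher means lower luciferase signal from less NR2E3 corepressor binding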
HIF-2a inh: HIF-2a reporter inhibitors, primary screen, luminescence, 786-0 RCC cells; 786-0 RCC cells HIF-2a reporter, luciferase luminescence, overnight; inhibition, % at 18.8 µM; actives 0.72% (n = 360,000); AID 624352, 2012;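 active = inhibition of the luminescence signal of 40% or more relative to plate controls, in a single-dose primary screen at 18.75 µM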
hiPSC survival: enhancers of single-cell hiPSC survival, primary screen, ATPlite luminescence; AID 602274, 2012; 100% = ROCK inhibitor wells, 0% = DMSO; actives 0.044% (n = 360,000); survival enhancement, % at 20 µM; in the data active = survival enhancement above about 18%;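 also: cells exposed to compounds for 16 hours before the ATP read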
* marks the source's active call; other numbers are inactive results; . = no result given. A portion of the library; count on the stated rates, not on these rows.

Results follow in this order: C8 TRAIL sens	Peg3 promoter	LMP1 NFkB inh	NR2E3 ag-1	MITF TRPM1 inh	Shn3 3UTR inh	KKLEB cytotox	CF NFkB inh	NR2E3 ag-2	HIF-2a inh	hiPSC survival
> COc1ccc(NC(=O)Cn2c(CCC(=O)O)ccc2-c2ccc(C)cc2)cc1
    -4	7	4	-2	4	-24	-26	9	-22	7	-2.8
> O=C(NC1CCCC1)c1cc(COc2ccc3ncccc3c2)on1
    -1	-39	28	-2	17	73	2	16	95*	3	-0.2
> Cc1ccc(NC(=O)CN2C(=O)N/C(=C\c3ccco3)C2=O)cc1
    1	-6	-8	.	9	-29	6	-24	-24	9	7.5
> COc1ccc(CCNC(=O)CCC(=O)N2CCN(S(=O)(=O)c3ccc(Cl)cc3)CC2)cc1OC
    8	4	-3	-3	-1	-10	-1	-12	1	18	-1.3
> C[C@@H]1CN([C@@H](C)CO)C(=O)c2cc(Br)cnc2O[C@@H]1CN(C)C(=O)C1CCCCC1
    -16	0	0	.	.	-1	12	7	-30	-4	-1.8
> COc1ccc(Cc2nc(-c3ccccn3)no2)cc1OC
    3	-61	-4	6	-22	-6	-13	9	-38	-47	17
> Cc1nc(Cl)c(C(=O)NC(=O)Nc2cccc(C(F)(F)F)c2)c(C)c1[N+](=O)[O-]
    10	45	13	0	20	-11	-7	19	5	16	2.3
> O=C1N/C(=C/c2ccc(Br)s2)C(=O)N1c1ccccc1
    12	-44	-10	-1	-37	-9	-7	0	-47	-81	-1.4
> O=C(O)c1cc2nccc(-c3ccc(F)cc3)n2n1
    -15	-2	6	2	-5	10	0	-1	-15	19	0.9
> c1ccc(-c2cc(NCCN3CCCCC3)c3ccccc3n2)cc1
    13	101*	-15	-1	52	26	-5	-39	6	26	-0.6
> O=C1N=c2ccc(Br)cc2=C1c1sc(=S)n(NS(=O)(=O)c2ccccc2)c1O
    -10	18	-2	-1	6	3	-2	-2	-19	17	-1.1
> CC/C(O)=N\S(=O)(=O)c1ccc(N=NN(C)C)cc1
    21	32	3	0	-2	-4	1	-13	-41	6	0.0
> Cc1cc2n(n1)C(c1ccc(O)cc1)Nc1ccccc1-2 (centres undefined)
    -5	-9	1	-1	-2	4	-17	-16	15	-25	-1.4
> COc1cc2[nH]c(=O)n(CCCCCC(=O)N3CCN(c4ccccc4)CC3)c(=O)c2cc1OC
    3	58*	7	3	-9	-13	-5	15	10	26	-1.1
> CC(=O)N1Cc2ccccc2CC1C(=O)OCC(=O)c1c(N)n(C)c(=O)n(C)c1=O (centres undefined)
    13	3	-1	.	5	-7	-10	-15	5	5	0.1

Looked up one by one from the entries so far (2):
Results follow in this order: C8 TRAIL sens	Peg3 promoter	LMP1 NFkB inh	NR2E3 ag-1	MITF TRPM1 inh	Shn3 3UTR inh	KKLEB cytotox	CF NFkB inh	NR2E3 ag-2	HIF-2a inh	hiPSC survival
> COc1ccc(Cc2nc(-c3ccccn3)no2)cc1OC
    3	-61	-4	6	-22	-6	-13	9	-38	-47	17
> O=C(NC1CCCC1)c1cc(COc2ccc3ncccc3c2)on1
    -1	-39	28	-2	17	73	2	16	95*	3	-0.2

Next results follow:
Results follow in this order: C8 TRAIL sens	Peg3 promoter	LMP1 NFkB inh	NR2E3 ag-1	MITF TRPM1 inh	Shn3 3UTR inh	KKLEB cytotox	CF NFkB inh	NR2E3 ag-2	HIF-2a inh	hiPSC survival
> Cc1ccccc1Cn1c(=O)n(Cc2ccco2)c(=O)c2ccccc21
    -1	26	-8	-2	-2	0	-14	12	4	5	0.9
> COCCNC(=O)CN(C(=O)CCC(=O)Nc1ccccn1)c1ccc(F)c(Cl)c1
    -18	5	87*	0	-1	-8	1	-3	1	14	2.4
> O=S(=O)(Nc1cccc(S(=O)(=O)N2CCCC2)c1)c1ccc(Cl)cc1
    -9	-3	-1	.	2	9	-5	16	-27	-2	-0.5
> O=C(CCN1C(=O)c2ccccc2C1=O)NCCCn1ccnc1
    -6	-3	-1	-1	3	5	2	12	-30	17	-0.7
> CCOC(=O)C1=C(O)/C(=C/c2ccc(OCC(=O)O)c(OCC)c2)SC1=Nc1ccccc1
    -6	-18	-4	1	-5	-5	-1	-9	-8	10	3.4
> CCOC(=O)c1[nH]c(=S)[nH]c1C
    -3	8	-1	.	-5	19	3	10	-34	-3	-2.3
> COc1cccc(N2C(=NC(=O)CCc3ccccc3)SC3CS(=O)(=O)CC32)c1 (centres undefined)
    -8	-8	6	1	-6	-5	9	-25	-16	2	-0.1
> O=C(c1ccc2c(c1)OCO2)N1CCN(S(=O)(=O)c2ccccc2)CC1
    -9	15	2	1	2	-8	7	-4	1	9	1.0
> COC(=O)[C@@H](NC(=O)Nc1ccc(C(C)=O)cc1)C(C)C
    0	-7	-9	3	-6	-4	2	8	-23	4	7.8
> O=[N+]([O-])c1ccc(NN=Cc2ccccc2O)nc1
    21	-131	2	.	0	35	-10	4	23	-310	-2.5
> CC(C)c1ccc(NC(=O)N2CCC(c3nc4ccccc4o3)CC2)cc1
    13	6	0	2	-4	28	4	-4	-30	3	-2.2
> CCCCOc1ccc(NC(=O)C2CC=CCC2C(=O)O)cc1 (centres undefined)
    8	0	0	2	-8	13	-8	11	-12	4	3.6
> O=C(c1ccccc1)N1CCC(=O)N1c1ccccc1
    -8	15	2	-1	-22	-11	-5	4	-14	15	0.1
> CCOc1ccccc1N1CCN(C(=O)c2c(CC)noc2C)CC1
    -17	15	-4	0	-9	-7	2	15	7	15	-0.5
> Cc1nn(-c2ccccc2)c(C)c1/C=N/NC(=O)c1ccccc1NS(=O)(=O)c1cccs1
    0	-4	-10	-2	-1	-5	-17	12	0	-22	3.4
> COc1ccc(NC(=O)CS(=O)CC(=O)NCC2OCCc3ccccc32)cc1 (centres undefined)
    -3	-18	2	0	5	-5	1	7	10	7	-1.7
> COc1ccc(CN(C)C[C@H]2OCCCC[C@@H](C)Oc3ccc(NC(=O)c4ccccc4)cc3C(=O)N([C@H](C)CO)C[C@@H]2C)cc1
    -3	-7	16	.	.	7	-4	6	4	-18	-3.0
> CC(C)C[C@H](NC(=O)c1nc[nH]c1C(=O)N1CCNCC1)C(=O)OC(C)(C)C
    -2	1	4	-1	1	3	3	2	6	3	0.6
> CCOCCCn1c(=S)[nH]c2cc(C(=O)NCCc3ccc(OC)c(OC)c3)ccc2c1=O
    1	22	12	-1	5	-28	-5	6	-15	10	0.3
> O=C(/C=C/c1ccc(S(=O)(=O)N2CCOCC2)cc1)NCc1ccccc1F
    -2	3	2	-2	-1	19	4	-17	15	-4	-0.5
> C#Cc1ccc(NC(=O)C2(C)CCN2C(=O)Cc2ccc(-c3ccccc3)cc2)cc1 (centres undefined)
    73*	21	.	.	.	61	-16	12	48	-2	-1.6
> CC12CC(c3ccccc3O1)C(C(=O)N1CCOCC1)C(=O)N2 (centres undefined)
    4	13	1	-1	2	13	-7	10	5	-9	-0.5
> Cc1cc(C)c(C)c(S(=O)(=O)N[C@@H](C)C(=O)OCC(N)=O)c1C
    1	5	8	0	0	-7	9	-11	-30	5	-0.7
> Cc1nc2sc(C(=O)OCC(=O)N3c4ccccc4CC3C)c(C)c2c(=O)[nH]1 (centres undefined)
    -33	-3	3	2	-25	2	-9	-3	15	-3	0.7
> CC(=O)Nc1ccc(NC(=O)CCCSc2nc3ccccc3s2)cc1
    -6	-11	1	-1	14	-36	-1	-17	-2	2	3.2
> Cc1ccc(CN(c2ccc(C(=O)Nc3ccc4c(c3)OCO4)cc2)S(C)(=O)=O)cc1
    -12	10	-7	3	-3	-14	-7	0	1	-19	0.1
> Cc1[nH]c(C)c(S(=O)(=O)N2CCCCC2C)c1C(=O)N1CCCC1 (centres undefined)
    -3	17	0	-5	1	-12	7	-5	-5	5	-0.1
> COc1ccc(C(=O)NCCCn2ccnc2)cc1[N+](=O)[O-]
    -17	12	-6	1	9	7	2	19	7	9	1.4
> O=C(Cc1cccc(NC(=O)C2CCN(C(=O)C3CC3)CC2)c1)Nc1cccc(C(=O)N2CCCCC2)c1
    11	0	7	.	0	-21	-6	12	-26	13	-0.9
> COc1cccc(C2=NOC(C(=O)Nc3ccccc3SC)C2)c1 (centres undefined)
    -16	-2	-11	-1	-4	-13	2	0	8	-29	2.8
> CC(=O)NNC(=S)NC(=O)c1ccc(C)cc1
    41	3	-3	2	8	-6	8	5	-19	20	-0.6
> CCN(CC)S(=O)(=O)c1cc(C)c(C)cc1OCC(=O)NC1CCCC1
    5	7	-6	0	-3	17	-5	5	-5	26	0.8
> COC(=O)c1ccc(CNC(=O)CNc2cc(C(F)(F)F)ccc2N2CCOCC2)cc1
    -17	-6	3	5	4	0	-4	5	-11	5	1.5
> O=C(CC1CCCC1)N1CCCC(Nc2cccc(F)c2)C1 (centres undefined)
    9	14	2	2	1	-3	5	2	-4	3	-0.6
> O=C(c1ccc([N+](=O)[O-])cc1)N(Cc1ccccc1)c1ccccn1
    -3	6	-9	3	6	9	2	-7	-6	13	0.8
